Mac1 fbg enh: enhancers of CD11b/CD18 adhesion to fibrinogen, primary screen, K562 cells, luminescence; ATPlite luminescence; activation, % at 10 µM; 93,000 compounds, 0.07% hits; AID 1499, 2009;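 active means 10 µM primary screen giving 50% or more activity, confirmed by 40% or more on retest at that dose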; further: strong numbers were not always called active
FAK blocker: FAK kinase inhibitors, primary screen, biochemical; AID 727, 2007; Focal adhesion kinase 1 (Homo sapiens), Q05397; biochemical FAK kinase activity assay; 97,000 compounds, 0.84% hits; inhibition, %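 (tested at 7 µM)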; in the data active means inhibition above about 19%;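 further: 0% = DMSO and 100% = reference compound high control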
ERa coact pot: enhancers of ERα–SRC-1 coactivator binding, primary screen, biochemical, TR-FRET, ERα LBD, low estradiol; Estrogen receptor (Homo sapiens), P03372; TR-FRET ERalpha-LBD/SRC-Cy5 coactivator binding, 2 h; 100 = basal binding, no effect; coactivator binding (% of control), % at 25.6 µM; 86,000 compounds, 1.3% hits; AID 639, 2007; in the data active means activity above about 200%;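 further: binding measured in presence of low estradiol as agonist stimulus; 0% = peptide alone without receptor and 100% = receptor with peptide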
Target sequence (P03372 whole entry, looked up, the tested form may be a part): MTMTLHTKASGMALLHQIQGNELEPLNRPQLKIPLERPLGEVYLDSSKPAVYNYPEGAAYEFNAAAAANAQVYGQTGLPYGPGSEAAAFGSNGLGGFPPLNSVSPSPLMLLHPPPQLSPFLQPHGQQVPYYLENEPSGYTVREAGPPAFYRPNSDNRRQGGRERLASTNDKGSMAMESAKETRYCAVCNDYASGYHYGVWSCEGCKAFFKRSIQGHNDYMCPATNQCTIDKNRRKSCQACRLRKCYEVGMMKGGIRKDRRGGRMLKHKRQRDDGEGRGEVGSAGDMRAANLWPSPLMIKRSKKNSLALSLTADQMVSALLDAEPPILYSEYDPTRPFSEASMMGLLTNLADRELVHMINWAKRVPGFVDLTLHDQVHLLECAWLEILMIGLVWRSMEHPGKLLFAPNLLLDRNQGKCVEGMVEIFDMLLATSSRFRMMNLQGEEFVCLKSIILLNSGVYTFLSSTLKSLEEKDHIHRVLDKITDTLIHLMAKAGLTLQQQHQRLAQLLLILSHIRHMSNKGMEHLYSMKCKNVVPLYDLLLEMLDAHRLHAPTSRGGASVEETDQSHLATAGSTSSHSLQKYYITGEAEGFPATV
Plk1 PBD FP: Plk1 polo box domain binding inhibitors, primary screen, biochemical, fluorescence polarization | Serine/threonine-protein kinase PLK1 (Homo sapiens), P53350 | Plk1 PBD phosphopeptide binding | inhibition, %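 (tested at about 20 µM)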 | 97,000 compounds, 0.13% hits | AID 693, 2007; in the data active means inhibition above about 34%, passing the limit was not always enough
ERa SRC1 inh: ERα–SRC-1 coactivator interaction inhibitors, primary screen, biochemical, TR-FRET, ERα LBD, estradiol-bound; Estrogen receptor (Homo sapiens), P03372; TR-FRET ER-alpha LBD / SRC-1 peptide; inhibition, % at 25.6 µM; 86,000 compounds, 1.7% hits; AID 629, 2007; in the data active means inhibition above about 50%;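 further: 0% = receptor plus peptide control and 100% = peptide only without receptor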
ERb SRC1 inh: inhibitors of ERβ-SRC1 coactivator interaction, primary screen, biochemical, TR-FRET, ERβ LBD, SRC-1 peptide; TR-FRET ER-beta LBD / SRC1-Cy5 peptide binding; receptor agonist-loaded with 1 µM estradiol; inhibition, % at 25.6 µM; AID 633, 2007; 86,000 compounds, 1.3% hits; Estrogen receptor beta (Homo sapiens), Q92731;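 active means compounds whose percent inhibition of the receptor-coactivator binding signal exceeds about 50% in the single-dose screen, limit read from the data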;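 further: 0% = receptor plus peptide wells without compound and 100% = peptide-only wells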
HIV Rev-RRE inh: HIV-1 Rev-RRE binding inhibitors, primary screen, biochemical, FRET, protein-RNA interaction; P05866; Rev peptide-RRE RNA binding; inhibition, % at 8 µM; 97,000 compounds, 0.79% hits; AID 704, 2007;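 active means inhibition above the screen-wide mean plus 3 SD, cut at about 35% in these data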;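 further: 0% = median DMSO wells and 100% = median Neomycin B control wells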
Target sequence (P05866 whole entry, looked up): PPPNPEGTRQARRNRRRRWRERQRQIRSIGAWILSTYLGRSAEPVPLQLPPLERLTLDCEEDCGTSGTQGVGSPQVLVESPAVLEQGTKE
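Material: labelled RRE RNA duplex and labelled Rev peptide / Buffer or medium: HEPES pH 7.5 salt buffer with EDTA / Compound dosing: single point, 8 µM final nominal compound concentration / Benchmarks: DMSO low control, neomycin B high control / Timing: 5 min preincubation and 15 min binding, 25 °C / Technique: FRET fluorescence readout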
CD11b adhes inh: inhibitors of CD11b/CD18 adhesion to fibrinogen, primary screen, K562 cells, luminescence; 93,000 compounds, 0.54% hits; AID 1497, 2009; inhibition, % at 10 µM; ATPlite luminescence; Mn2+ added to activate the integrin;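 active means primary inhibition of 50% or more at 10 µM, then 40% or more on retest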; further: some results filed as inactive read as strong as hits
PLK1 kinase inh: human PLK1 kinase inhibitors, primary screen, biochemical, TR-FRET. Serine/threonine-protein kinase PLK1 (Homo sapiens), P53350. recombinant PLK1 kinase, TR-FRET peptide phosphorylation. inhibition, % at 10 µM. 97,000 compounds, 0.53% hits;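 active means inhibition of 50% or more in the single-concentration screen; inactive means inhibition below 50%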;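 further: 0% = DMSO max control and 100% = H-89 dihydrochloride min control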
An asterisk follows results filed as active; · = no result given; [ ] = remark or other dose.

SMILES	Mac1 fbg enh	FAK blocker	ERa coact pot	Plk1 PBD FP	ERa SRC1 inh	ERb SRC1 inh	HIV Rev-RRE inh	CD11b adhes inh	PLK1 kinase inh
Cc1ccc(N2C(=O)C(c3c(C)[nH]n(-c4ccccc4)c3=O)(C(F)(F)F)C3=C2CC(C)(C)CC3=O)cc1 (stereo not drawn)	4	-3	76	1	3	1	4	-8	-3
CCc1nc(SCc2cccnc2)[nH]c(=O)c1C	-7	·	111	·	-24	-30	·	-6	·
Cc1cc(C)nc(NC(=NCc2ccc3c(c2)OCO3)NC(=O)Nc2ccccc2)n1	14	2	117	-14	21	-3	5	9	-7
CCOC(=O)N1CC=C2C(C#N)=C(N)C(C#N)(C#N)[C@H](c3cccs3)[C@H]2C1	1	1	106	15	-4	-4	30	-1	2
CCOc1cc(C2Nc3ccccc3C(=O)N2c2ccccc2OC)ccc1O (stereo not drawn)	1	-2	146	-16	-4	3	10	-4	-9
CCCCN1C(=O)C(O)(CC(=O)c2c(C)n[nH]c2C)c2cc(Br)ccc21 (stereo not drawn)	0	5	99	13	-4	-10	1	-3	-11
COc1ccccc1CNC(=O)C1CC(c2c(Cl)cccc2Cl)=NO1 (stereo not drawn)	·	4	·	-27	·	·	6	·	-7
CN(C)CCNc1oc(-c2ccccc2F)nc1C#N	-6	-3	117	-5	-2	-13	13	0	-1
CS(=O)(=O)N(CC(=O)Nc1c(F)cccc1F)c1ccc(C23CC4CC(CC(C4)C2)C3)cc1	·	4	·	10	·	·	18	·	42
O=C(Cn1nnc(-c2cccc(C(F)(F)F)c2)n1)NC1CCCC1	-4	·	121	·	1	0	·	-4	·
O=C(NC(=O)c1ccccc1)OCC(F)(F)F	2	3	117	-13	-10	-9	10	-19	-9
O=C(OCC(=O)N1CCOCC1)c1ccc[nH]c1=O	-2	3	127	-13	-13	0[fluorescence artefact?]	6	1	1

Two compounds from above with just ERa coact pot and FAK blocker.
| structure | ERa coact pot | FAK blocker |
| --- | --- | --- |
| Cc1cc(C)nc(NC(=NCc2ccc3c(c2)OCO3)NC(=O)Nc2ccccc2)n1 | 117 | 2 |
| CCOC(=O)N1CC=C2C(C#N)=C(N)C(C#N)(C#N)[C@H](c3cccs3)[C@H]2C1 | 106 | 1 |

(continued)
SMILES	Mac1 fbg enh	FAK blocker	ERa coact pot	Plk1 PBD FP	ERa SRC1 inh	ERb SRC1 inh	HIV Rev-RRE inh	CD11b adhes inh	PLK1 kinase inh
CCc1cc2ccc(OC)cc2nc1SCC(=O)Nc1cc(C)on1	1	-27	205*	-2	24[fluorescence artefact?]	25[fluorescence artefact?]	4	3	-10
CCOc1cc(-c2cc(-c3ccc(C)cc3)nc(N)c2C#N)ccc1O	0	1	136	-31	21	19	39*	-2	-4
Cc1ccc(C(=O)Nc2ccccc2Oc2ccccc2)cc1[N+](=O)[O-]	·	3	·	-1	·	·	7	·	3
O=C(CN1CCN(c2ncc(C(F)(F)F)cc2Cl)CC1)Nc1ccc2c(c1)OCO2	2	-7	103	3	0	-8	-1	-14	-1
CCN(CC)CCCNC(=O)N[C@@H](Cc1ccccc1)C(=O)O	-2	2	121	13	-4	-3	10	18	-17
Cc1ccc(NC(=O)C2(c3ccccc3)CCCC2)nc1	·	-1	101	9	-5	-4	7	·	-14
O=C(/C=C\Nc1ccccn1)c1ccc(Cl)cc1	·	-2	109	-21	-9	-3	20	·	-4
C=CCn1c(SCC(=O)Nc2sccc2C#N)nc2sc(C)c(C)c2c1=O	95	-2	177[fluorescence artefact?]	8	-1[fluorescence artefact?]	0	6	-19	-18
COc1ccc(OC)c(NC(=O)CSC2=C(C#N)C(c3ccco3)C3=C(CCCC3=O)N2)c1 (stereo not drawn)	-5	·	109	·	-1	5	·	-6	·
O=C(NCCCN1CCN(Cc2ccccc2Cl)CC1)Nc1ccccc1	3	2	106	12	-4[fluorescence artefact?]	-9	0	18	-14
C=CCSc1nc(-c2ccc3c(c2)OCO3)cc(C(F)(F)F)c1C#N	·	-2	·	13	·	·	7	·	-11
C=CCn1c(COc2ccc(CC)cc2)nnc1SCC(=O)N(C)C1CCS(=O)(=O)C1 (stereo not drawn)	0	0	110	-7	-5	0	6	-2	-4

Ordered by heavy-atom count (smallest number first): some entries from above
SMILES	Mac1 fbg enh	FAK blocker	ERa coact pot	Plk1 PBD FP	ERa SRC1 inh	ERb SRC1 inh	HIV Rev-RRE inh	CD11b adhes inh	PLK1 kinase inh
O=C(NC(=O)c1ccccc1)OCC(F)(F)F	2	3	117	-13	-10	-9	10	-19	-9
O=C(/C=C\Nc1ccccn1)c1ccc(Cl)cc1	·	-2	109	-21	-9	-3	20	·	-4
O=C(OCC(=O)N1CCOCC1)c1ccc[nH]c1=O	-2	3	127	-13	-13	0[fluorescence artefact?]	6	1	1
CN(C)CCNc1oc(-c2ccccc2F)nc1C#N	-6	-3	117	-5	-2	-13	13	0	-1
Cc1ccc(NC(=O)C2(c3ccccc3)CCCC2)nc1	·	-1	101	9	-5	-4	7	·	-14
CCN(CC)CCCNC(=O)N[C@@H](Cc1ccccc1)C(=O)O	-2	2	121	13	-4	-3	10	18	-17
O=C(Cn1nnc(-c2cccc(C(F)(F)F)c2)n1)NC1CCCC1	-4	·	121	·	1	0	·	-4	·
C=CCSc1nc(-c2ccc3c(c2)OCO3)cc(C(F)(F)F)c1C#N	·	-2	·	13	·	·	7	·	-11
CCOc1cc(-c2cc(-c3ccc(C)cc3)nc(N)c2C#N)ccc1O	0	1	136	-31	21	19	39*	-2	-4
C=CCn1c(SCC(=O)Nc2sccc2C#N)nc2sc(C)c(C)c2c1=O	95	-2	177[fluorescence artefact?]	8	-1[fluorescence artefact?]	0	6	-19	-18
O=C(CN1CCN(c2ncc(C(F)(F)F)cc2Cl)CC1)Nc1ccc2c(c1)OCO2	2	-7	103	3	0	-8	-1	-14	-1
C=CCn1c(COc2ccc(CC)cc2)nnc1SCC(=O)N(C)C1CCS(=O)(=O)C1 (stereo not drawn)	0	0	110	-7	-5	0	6	-2	-4
COc1ccc(OC)c(NC(=O)CSC2=C(C#N)C(c3ccco3)C3=C(CCCC3=O)N2)c1 (stereo not drawn)	-5	·	109	·	-1	5	·	-6	·

Continuation.
SMILES	Mac1 fbg enh	FAK blocker	ERa coact pot	Plk1 PBD FP	ERa SRC1 inh	ERb SRC1 inh	HIV Rev-RRE inh	CD11b adhes inh	PLK1 kinase inh
S=c1[nH]nc(-c2ccco2)n1-c1cccc2ccccc12	-3	0	84	-18	8	0	4	5	-8
O=C(c1ccccc1-c1nc(-c2ccc(Cl)cc2)no1)N1CCCC1	-2	-2	99	-22	-23	-20	6	3	-14
CN=C(Nc1ccc2c(c1)OCO2)SC1CC(=O)N(c2ccccc2)C1=O (stereo not drawn)	·	-2	89[fluorescence artefact?]	-3	4	18	1	·	-5
CC(=O)OC(C(=O)NCc1ccco1)c1ccncc1 (stereo not drawn)	1	1	110	9	1	6[fluorescence artefact?]	9	-9	-8
Oc1ccc(N2CCN(C(c3cccs3)c3nnnn3CCc3ccccc3)CC2)cc1 (stereo not drawn)	0	9	·	-5	·	·	1	3	-3
CCOC(=O)c1cccc(NC(=O)CNC(=O)C2CCCCC2)c1	-1	-4	·	-21	·	·	1	4	-17
O=C(O)C1CCCCC1C(=O)NCc1cn2ccccc2n1 (stereo not drawn)	-8	-1	109	41	6	2	7	-8	71*
CCCCn1c(=NC(=O)c2ccc3c(c2)OCO3)c(C#N)cc2c(=O)n3cccc(C)c3nc21	2	-2	89	9	-3[fluorescence artefact?]	-17[fluorescence artefact?]	12	-2	6
CCN1CCN(Cc2coc3ccc(C)cc3c2=O)CC1	0	0	97	-4	-6	3	7	-3	-2
COc1cc2c(c(O)c1OC)C(=O)C(OC)CCC2 (stereo not drawn)	3	1	116	-11	0	-7[fluorescence artefact?]	6	5	10
Cc1ccccc1C(=O)N1CCC(C(=O)Nc2ccc(F)cc2)CC1	·	-4	113	16	-4	-11	-3	·	-1
COC(=O)c1sc(N2C(=O)c3oc4ccccc4c(=O)c3C2c2cccs2)nc1C (stereo not drawn)	93	-2	·	-9	·	·	8	-14	-12
CCOc1ccc2[nH]c(O)c(NC(C)=O)c2c1	-3	2	109	-13	-9	-8	3	-12	0
CCOc1ccc(N(CC(=O)O)S(=O)(=O)c2ccc(F)cc2)cc1	6	0	97	0	-28	-24[fluorescence artefact?]	2	23	-9
Cc1ccc(C2CC(C(F)F)n3ncc(C(=O)Nc4c(C)nn(Cc5c(F)cccc5Cl)c4C)c3N2)cc1 (stereo not drawn)	·	1	95	-29	-1[fluorescence artefact?]	-3	-3	·	0
CCSc1sccc1C1C(C#N)=C(N)N(c2cccnc2)C2=C1C(=O)CC(C)(C)C2 (stereo not drawn)	-4	·	101	·	-4	-7	·	-19	·
O=C(OCC#CCSc1nc2ccccc2o1)c1ccco1	4	1	98	4	6	8	2	-10	-9
COc1ccc(CCNC(=O)CC2Nc3ccccc3NC2=O)cc1OC (stereo not drawn)	-5	-3	106	-46	-3	-4	4	-4	-5
CCOC(=O)c1ccc(NC(=O)Cn2nnc(-c3ccccc3C)n2)cc1	1	·	111	·	-6	-5	·	-4	·
COc1cccc2c3c(c(C)nc12)CC(C)O3 (stereo not drawn)	-1	1	123	24	3	-4	7	-1	-13
CCOc1cc(-c2cc(-c3ccccc3)nc(N)c2C#N)ccc1O	-3	3	180	-15	26[fluorescence artefact?]	10[fluorescence artefact?]	10	-9	-5
COCCN(C(=O)Cc1cccs1)C(C(=O)NCc1ccc(OC)cc1)c1ccccc1 (stereo not drawn)	-2	-7	·	17	·	·	-3	25	0
CCOc1c(Cl)cc(C(=O)Nc2ccccc2C(=O)O)cc1Cl	-12	-2	·	18	·	·	6	89*	-8
O=C(NCCN1CCOCC1)c1cn(CCc2ccccc2)nn1	-2	0	140	-3	0[fluorescence artefact?]	6[fluorescence artefact?]	2	-5	-5
CN(C)S(=O)(=O)N1CCN(C(=O)N2CCCCCC2)CC1	55	0	105	5	-7	-1	2	2	-7
c1coc(CNCc2cccs2)c1	·	0	91[fluorescence artefact?]	25	-5	2	-1	·	4
Cc1cc(-n2c(C)cc(C(=O)CN3C(=O)NC4(CCCCCC4)C3=O)c2C)no1	-8	8	104	-15	-7	1	5	1	-15
CCOc1cc(CNc2ccc3cn[nH]c3c2)ccc1OC	-4	12	94[fluorescence artefact?]	2	-6	10	6	11	9
CC(=O)C1=C(O)C(=O)N(Cc2ccco2)C1c1ccccc1 (stereo not drawn)	-2	·	99	·	4	0	·	11	·
Nc1nnc(SCCOc2ccccc2)s1	0	0	91	-13	0	-4	2	14	2
CCn1c2ccccc2c2cnc(N=CN(C)C)c(C#N)c21	·	6	100	-5	-5	-4	7	·	-11
CCOC(=O)c1c(C)[nH]c(C(=O)COC(=O)c2[nH]c(C)c(C(C)=O)c2C)c1C	20	0	·	4	·	·	7	1	-3

Screening data as filed in PubChem BioAssay.

An unsorted share of the library; about 4.7% have a hit in one of these screens.
